Compound activity (PubChem BioAssay)
phage Ecoli inh = growth loss of phage-infected E. coli, primary screen, RecBCD inhibitor project, absorbance, with phage, HTS; AID 651602, 2012; 360,000 compounds, 0.26% hits; inhibition, % at 11.9 µM; in the data active means inhibition above about 11%
HTR5A ag = HTR5A agonists in luminescence cell assay, primary screen, counter-screen for OPRM1-OPRD1 heterodimer agonist project, full-deck HTS; 5-hydroxytryptamine receptor 5A (Homo sapiens), P47898; cell-based; activation, % at 9.3 µM; 340,000 compounds, 0.61% hits; in the data active means activation mostly above about 9.5%, no sharp cut-off; inactive means mostly below about 7.6%;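 further: 0% = cells with vehicle only and 100% = reference agonist; strong numbers were not always called active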
MOR-DOR inv ag = inverse agonists of MOR-DOR heterodimerization, primary screen, cell-based, luminescence. cell-based MOR-DOR heterodimer luminescence, inverse agonism. AID 504357, 2011. Mu-type opioid receptor (Homo sapiens) + Delta-type opioid receptor (Homo sapiens), …. inhibition, % at 9.3 µM. 340,000 compounds, 0.21% hits; in the data active means inhibition above about 22%, passing the limit was not always enough;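 further: 0% = cells with DMSO and 100% = wells without cells with DMSO; values of inactives mirror those of a sister screen read the other way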
Target sequence (P35372 whole entry, looked up): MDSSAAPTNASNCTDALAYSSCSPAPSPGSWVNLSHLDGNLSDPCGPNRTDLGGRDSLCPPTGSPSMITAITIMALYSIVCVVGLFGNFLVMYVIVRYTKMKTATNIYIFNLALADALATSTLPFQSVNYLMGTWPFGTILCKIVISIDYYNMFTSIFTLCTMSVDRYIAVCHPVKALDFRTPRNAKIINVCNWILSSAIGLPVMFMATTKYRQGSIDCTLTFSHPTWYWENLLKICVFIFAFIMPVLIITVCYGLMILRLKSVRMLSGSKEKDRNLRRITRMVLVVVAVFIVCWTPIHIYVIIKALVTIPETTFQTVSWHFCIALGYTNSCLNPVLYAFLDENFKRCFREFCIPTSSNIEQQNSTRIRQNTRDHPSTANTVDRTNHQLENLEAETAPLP
Target sequence (P41143 whole entry, looked up): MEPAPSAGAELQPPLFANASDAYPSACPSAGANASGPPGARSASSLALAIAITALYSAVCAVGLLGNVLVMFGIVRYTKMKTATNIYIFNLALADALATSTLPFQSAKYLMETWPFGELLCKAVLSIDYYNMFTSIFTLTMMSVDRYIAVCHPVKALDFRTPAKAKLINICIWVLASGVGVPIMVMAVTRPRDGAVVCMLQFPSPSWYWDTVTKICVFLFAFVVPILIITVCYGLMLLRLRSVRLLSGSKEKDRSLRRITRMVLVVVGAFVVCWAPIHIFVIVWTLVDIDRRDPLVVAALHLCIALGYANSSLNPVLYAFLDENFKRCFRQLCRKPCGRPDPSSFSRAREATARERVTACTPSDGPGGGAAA
PKA-R1A activ = activators of PKA-R1A holoenzyme, primary screen, biochemical, fluorescence polarization, Cy5-IP20, bovine R1A, mouse PKAc; 340,000 compounds, 0.083% hits; PKA-R1A dissociation; scaled: DMSO 0%, 113 µM cGMP 100%; AID 504707, 2011; cAMP-dependent protein kinase type I-alpha regulatory subunit (Bos taurus) + …; activation, % at 11.4 µM;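 active means percent activation above the mean of all tested compounds plus 3 SD, cut at about 19% in these data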;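 further: higher means more PKAc released from R1A so a rise in polarization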
AddAB inh = growth inhibition of E. coli expressing H. pylori AddAB, primary screen, AddAB inhibitor project, absorbance. inhibition, % at 11.9 µM. 330,000 compounds, 0.29% hits; in the data active means inhibition above about 12%;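 further: 0% = vehicle wells of infected cells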
Pemphigus Ab inh = inhibitors of pemphigus antibody binding to DSG3, primary screen, biochemical, bead-based, flow cytometry, scFv-GFP; DSG3-coupled beads, scFv-anti-DSG3-GFP binding; hits give low values; binding (percent of control), % at 10 µM; AID 588358, 2011; 310,000 compounds, 0.48% hits;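 active means binding more than 3 SD below its plate's average and above zero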;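 further: hits lower antibody fragment binding to DSG3; some compounds called inactive have numbers as strong as hits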
Ecoli viability = E. coli V3065 growth inhibition, primary screen, counter-screen for AddAB inhibitor project, absorbance, OD600; 18 h; inhibition, % at 11.9 µM; 330,000 compounds, 0.27% hits;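 active means inhibition above the campaign's mean inhibition across all tested compounds plus 3 SD, cut at about 9.9% in these data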;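 further: uninfected addAB+ strain grown without phage in ampicillin broth; 0% = DMSO wells and 100% = ciprofloxacin 0.95 µg/ml wells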
Mot1-301 SUMO = yeast Mot1-301 growth rescue at high temperature, primary screen, SUMOylation pathway inhibitor project, S. cerevisiae, ATP luminescence, 38.5C. S. cerevisiae Mot1-301 growth rescue; percent above DMSO median, 100 means doubled. growth rescue, % at 18.8 µM. 320,000 compounds, 1% hits. AID 2716, 2010;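 active means every valid replicate shows activation above 250% relative to neutral control wells; inactive means the rest, any valid replicate at or below 250%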;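 further: OY570 slx delta 5 strain wells were the positive control but not used for scaling; some compounds called inactive have numbers as strong as hits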
OPRM1-OPRD1 ag = agonists of OPRM1-OPRD1 heterodimerization, primary screen, cell-based, luminescence | cells | activation, % at 9.3 µM | 340,000 compounds, 0.3% hits | AID 504326, 2011; in the data active means activation above about 18%;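 further: 0% = vehicle-treated cells and 100% = reference agonist; values of inactives mirror those of a sister screen read the other way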
HTR5A inv ag = HTR5A inverse agonists in luminescence cell assay, primary screen, counter-screen for OPRM1-OPRD1 heterodimer inverse agonist project, full-deck HTS; inhibition, % at 9.3 µM; 340,000 compounds, 0.083% hits; 5-hydroxytryptamine receptor 5A (Homo sapiens), P47898; AID 504634, 2011; HTR5A cell line, inverse agonism; in the data active means inhibition mostly above about 23%, no sharp cut-off; inactive means mostly below about 18%;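 further: 0% = cells with DMSO and 100% = no-cell wells with DMSO; some compounds called inactive have numbers as strong as hits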
PfHsp90 yeast 2 = growth inhibition of PfHsp90-expressing yeast, primary screen, antimalarial PfHsp90 inhibitor project, S. cerevisiae, BacTiter-Glo luminescence, single point, set 2 | AID 504621, 2011 | 310,000 compounds, 0.32% hits | BacTiter-Glo ATP, 48 h; yeast lacking PDR1 and PDR3 efflux regulators | inhibition, % at 9.4 µM;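 active means every replicate shows inhibition above about 80%, whatever the replicate mean, limit read from the data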;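 further: 0% = DMSO neutral controls and 100% = 20 µM radicicol positive controls; yeast relying on Plasmodium falciparum Hsp90 in place of its own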
* hit, by the source's call; nt = no result given.

Compound	HTR5A inv ag	phage Ecoli inh	PKA-R1A activ	Mot1-301 SUMO	MOR-DOR inv ag	PfHsp90 yeast 2	Ecoli viability	Pemphigus Ab inh	HTR5A ag	OPRM1-OPRD1 ag	AddAB inh
CCc1nn2c(N3CCOCC3)cc(C)nc2c1-c1ccccc1	-4	-1.6	11	4	18	-6	-0.3	96	1	-3.1	-0.1
C=CCNC(=S)NNC(=O)c1cc(C)nc2ccccc12	20	1.5	-3	-3	23	-13	0.3	128	-1	-4.1	-0.7
Cc1cc(=O)n2c3ccccc3n(CC(O)CN3CCCCC3)c2c1C#N (stereo not given)	-2	0.9	-3	-3	-3	-4	-1.6	114	-1	0.5	2.2
CCCCCc1cc(=O)oc2c(C(CCN(CC)CC)c3ccc(OC)cc3)c(OC)cc(OC)c12 (stereo not given)	-30	0.0	6	215	-15	3	-1.7	107	-3	2.9	0.3
COc1cccc(OC)c1OCC(C)CNCC1CCCO1 (stereo not given)	-4	-0.8	-16	-8	-12	nt	0.0	96	2	2.0	-0.9
CC(=O)Nc1ccc(S(=O)(=O)N(C)CC(=O)Nc2nc3ccccc3[nH]2)cc1	25	4.6	-2	nt	2	nt	nt	104	-1	-0.3	nt
COc1cc(SC)ccc1C(=O)Nc1ncc(Cl)cc1Cl	0	4.3	5	0	4	-4	-1.9	87	0	-0.7	3.0
CCOC(=O)c1[nH]c2ccc(C)cc2c1NC(=O)CN1CCCCC1	4	2.6	-13	-10	4	24	-0.1	119	-1	-1.0	1.0
CCCCn1c(SCC(=O)NCc2ccco2)nc2c(sc3ccccc32)c1=O	0	2.8	-2	8	2	nt	1.8	113	0	-0.5	0.6
O=C(NCCc1ccc(Cl)cc1)c1cc2ccccn2n1	-4	4.7	2	-24	-1	-6	2.5	92	1	0.3	2.2
Cc1ccc(Sc2ccc(/C=C3/C(=O)NN(c4ccccc4)C3=O)o2)cc1	-14	-0.5	-6	0	-2	-16	-0.4	95	4	0.4	2.1
c1ccc(CSc2ccc(-c3cccs3)nn2)cc1	1	1.6	-4	-14	-8	16	0.8	69	0	1.5	-1.2
CC1CCN(C(=O)c2cc(-c3ccccc3O)on2)CC1	17	3.1	-13	-14	4	6	0.3	101	1	-0.8	3.4
COc1ccc2[nH]c3c(c2c1)CCN1C(=O)C(CC(=O)NCC24CC5CC(CC(C5)C2)C4)C[C@H](C(=O)N(C(C)C)C(C)C)[C@@]31C (stereo not given in full)	-3	3.4	0	nt	-13	-9	-2.5	107	1	2.6	-1.2
CC(C)(C)NC(=O)C(c1ccc(O)cc1)N(C(=O)CCC(=O)Nc1ccccn1)c1ccc(F)cc1 (stereo not given)	10	1.1	-12	3	10	5	-0.2	92	-1	-1.6	1.3
CCCCOc1cc(=O)[nH]c(=O)[nH]1	-17	2.2	6	-4	8	17	-1.6	nt	3	-1.4	2.3
Cc1ccc2nc(/C(C#N)=C\c3ccc(N4CCOCC4)o3)[nH]c2c1	-7	3.1	0	48	-15	5	-0.9	490	3	3.0	2.3
COc1ccc(C(c2c(NC(=O)c3ccco3)sc(C)c2C)N2CCOCC2)cc1 (stereo not given)	10	-0.5	-11	nt	6	-3	nt	100	-3	-0.9	nt
O=C(NCc1ccco1)c1ccc(Cl)c(S(=O)(=O)N2CCOCC2)c1	-9	-0.4	-9	0	18	nt	-0.4	nt	3	-3.6	-0.8
CC1CCN(C(=O)CSc2nc3c(c(=O)n2C)SC(C)C3)CC1 (stereo not given)	13	1.1	-21	0	7	-3	-1.5	110	7	-2.0	-2.2
O=C(O)/C=C/c1ccc(S(=O)(=O)Nc2ccccc2C(=O)Nc2ccc(F)cc2)cc1	-12	1.4	5	32	7	0	0.1	119	-2	-1.4	2.3
CCN(CC(=O)Nc1c(F)cccc1F)C(=O)C1CCN(S(=O)(=O)c2ccccc2C(=O)OC)CC1	-33	1.1	-4	nt	-4	16	nt	99	13	0.9	nt
O=S(=O)(N1CCOCC1)N1CCOCC1	7	3.7	-3	-10	7	-18	-1.6	120	-2	-1.4	1.0
COc1ccc(N2C(=O)C(F)(F)C2c2ccccc2F)cc1 (stereo not given)	7	2.1	-4	nt	-20	6	nt	110	0	3.8	nt

An excerpt from above in order of the PKA-R1A activ value, highest first:
| mol | phage Ecoli inh | PKA-R1A activ | Mot1-301 SUMO | MOR-DOR inv ag | Pemphigus Ab inh | OPRM1-OPRD1 ag |
| --- | --- | --- | --- | --- | --- | --- |
| O=C(O)/C=C/c1ccc(S(=O)(=O)Nc2ccccc2C(=O)Nc2ccc(F)cc2)cc1 | 1.4 | 5 | 32 | 7 | 119 | -1.4 |
| O=S(=O)(N1CCOCC1)N1CCOCC1 | 3.7 | -3 | -10 | 7 | 120 | -1.4 |
| CCN(CC(=O)Nc1c(F)cccc1F)C(=O)C1CCN(S(=O)(=O)c2ccccc2C(=O)OC)CC1 | 1.1 | -4 | nt | -4 | 99 | 0.9 |
| O=C(NCc1ccco1)c1ccc(Cl)c(S(=O)(=O)N2CCOCC2)c1 | -0.4 | -9 | 0 | 18 | nt | -3.6 |
| CC1CCN(C(=O)CSc2nc3c(c(=O)n2C)SC(C)C3)CC1 (stereo not given) | 1.1 | -21 | 0 | 7 | 110 | -2.0 |

Following part:
Compound	HTR5A inv ag	phage Ecoli inh	PKA-R1A activ	Mot1-301 SUMO	MOR-DOR inv ag	PfHsp90 yeast 2	Ecoli viability	Pemphigus Ab inh	HTR5A ag	OPRM1-OPRD1 ag	AddAB inh
Cc1cc(NC(=O)c2ccc(Cn3cc([N+](=O)[O-])cn3)o2)no1	6	2.2	0	-3	24	-52	nt	104	-2	-4.3	nt
CN(C)CCCNC(=O)C(=O)NCC1CCCO1 (stereo not given)	-3	3.2	-7	8	8	nt	-1.1	116	1	-1.6	-0.7
CCc1nonc1NC(=O)c1oc2cc(C)c(C)cc2c1C	-14	-0.5	-5	14	-30	17	-1.3	98	1	5.7	0.1
CC1(C)CC(=O)c2sc(N3CCCCC3)nc2C1	14	2.6	-4	nt	22	-5	-0.6	112	-6	-4.5	2.0
Cc1cc(=O)[nH]c(SCC(=O)Nc2ccccc2C#N)c1C#N	6	0.9	-4	-10	10	6	-3.7	96	3	-1.9	1.4
CCOC(=O)c1ccc(NC(=O)CSc2nnc(NC(=O)c3ccc(S(=O)(=O)N4CCOCC4)cc3)s2)cc1	-6	-0.2	-5	-1	7	-10	1.2	104	2	-1.4	0.0
COc1ccc(N(CC(=O)Nc2cc(C)on2)S(=O)(=O)c2ccc(Cl)cc2)cc1	-21	1.9	0	257	-3	19	-0.1	120	0	0.6	2.4
Fc1ccc(Oc2cnns2)cc1	-2	1.3	-2	-3	-13	-14	-2.0	95	1	2.6	5.4

A different layout for 2 compounds above.
CC1CCN(C(=O)CSc2nc3c(c(=O)n2C)SC(C)C3)CC1 (stereo not given)
  HTR5A inv ag: 13	phage Ecoli inh: 1.1	PKA-R1A activ: -21	Mot1-301 SUMO: 0	MOR-DOR inv ag: 7	PfHsp90 yeast 2: -3	Ecoli viability: -1.5	Pemphigus Ab inh: 110	HTR5A ag: 7	OPRM1-OPRD1 ag: -2.0	AddAB inh: -2.2
CCOC(=O)c1ccc(NC(=O)CSc2nnc(NC(=O)c3ccc(S(=O)(=O)N4CCOCC4)cc3)s2)cc1
  HTR5A inv ag: -6	phage Ecoli inh: -0.2	PKA-R1A activ: -5	Mot1-301 SUMO: -1	MOR-DOR inv ag: 7	PfHsp90 yeast 2: -10	Ecoli viability: 1.2	Pemphigus Ab inh: 104	HTR5A ag: 2	OPRM1-OPRD1 ag: -1.4	AddAB inh: 0.0

Continued.
Compound	HTR5A inv ag	phage Ecoli inh	PKA-R1A activ	Mot1-301 SUMO	MOR-DOR inv ag	PfHsp90 yeast 2	Ecoli viability	Pemphigus Ab inh	HTR5A ag	OPRM1-OPRD1 ag	AddAB inh
COc1ccccc1CN1C(=O)C(=O)N(Cc2cccc(C)c2)C1=O	-4	4.5	-3	-8	3	23	2.1	108	1	-0.6	1.8
CN(Cc1cccc(Cl)c1Cl)C(=O)c1ccccc1SCC(=O)N1CCCC1	-14	5.1	-5	nt	-4	-5	nt	90	1	0.6	nt
CCOC(=O)C1(O)CC(C)=NN1C(=O)c1cccc(Br)c1 (stereo not given)	-14	3.2	-9	195	1	15	1.5	96	5	-0.3	5.9
Clc1ccccc1CSc1nnc(Cn2cnc3ccccc32)n1-c1ccccc1	14	1.2	5	-21	-8	-15	0.1	nt	2	1.5	-3.5
CC(CN1CCN(CC(C)C(=O)c2ccccc2)CC1)C(=O)c1ccccc1 (stereo not given)	-11	0.2	-1	nt	12	-25	nt	89	3	-2.3	nt
CC(C)c1ccc2[nH]c(O)c(N=NC(=O)c3cccc(S(=O)(=O)Nc4cccc(Cl)c4)c3)c2c1	-2	0.5	-6	7	0	-12	-0.7	94	1	0.0	0.9
CC(C)(C)n1ncc2c(=O)n(CC(=O)NCc3ccccc3Cl)cnc21	4	2.0	1	-5	10	-7	1.6	103	-1	-1.8	-1.8
COc1cc(/C=N/NC(=O)c2ccncc2)ccc1OC(=O)c1cccc(F)c1	8	1.3	-5	-5	-3	-34	1.9	117	1	0.6	-1.2
Cc1cc(=O)oc2cc(OCC(=O)NC3CCCCC3)c(Cl)cc12	-10	1.3	5	11	10	-4	1.9	123	3	-1.9	-0.4
Nc1nc(CN2CCN(Cc3ccccc3)CC2)nc(N2CCCc3ccccc32)n1	5	1.3	-4	2	15	nt	-2.3	87	0	-2.3	-4.0
CN(C)S(=O)(=O)c1ccc(C(=O)Nc2cccc(S(=O)(=O)NC3=NCCC3)c2)cc1	-18	-0.8	-1	542	11	-27	-0.8	98	5	-2.1	4.7
O=C(Nc1ncccn1)c1ccc([N+](=O)[O-])cc1[N+](=O)[O-]	-9	-1.3	8	21	-10	-10	0.5	91	-1	2.0	1.8

Rows were taken by chance (roughly 3.2% active in at least one column).
